GPR55 antagonists: inhibition of LPI-stimulated GPR55 beta-arrestin translocation – imaging, U2OS, beta-arrestin-GFP, LPI agonist, primary screen (AID 2013); U2OS GPR55 beta-arrestin-GFP translocation imaging, LPI antagonism; higher % means a stronger effect; one-dose inhibition, % at 10 µM; IC50 in µM for titrated hits; 290,000 compounds, 0.13% hits;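 active = spots per cell inhibited over 60%, with over 100 cells counted and total cytoplasm intensity under 500,000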;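 note: U2OS cells stably carrying GPR55 and arrestin-GFP stimulated by 5 µM LPI near EC80; imaged beta-arrestin-GFP aggregate spots per cell after agonist stimulation; plate controls were LPI-stimulated DMSO wells for no effect and DMSO wells without LPI for full effect; some results filed as inactive read as strong as hits; confirmed hits need IC50 under 10 µM and bright autofluorescent wells are also inconclusive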
GPR35 arrestin U2OS: GPR35 antagonists blocking zaprinast-driven arrestin recruitment, primary screen, imaging, U2OS, beta-arrestin-GFP, zaprinast agonist (AID 2058). U2OS GPR35 beta-arrestin-GFP translocation imaging, zaprinast antagonism; higher % means a stronger effect. one-dose inhibition, % at 10 µM; IC50 in µM for titrated hits. 290,000 compounds, 0.052% hits;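 active = inhibition of at least 50% with at least 30 cells and total cytoplasm GFP at most 10,000,000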
LYP phosphatase: inhibitors of LYP phosphatase, biochemical, fluorescence intensity, uHTS (AID 1779); recombinant LYP phosphatase, fluorescence intensity; higher % means a stronger effect; inhibition, % at 11.5 µM; hits with a dose series show IC50 in µM; 290,000 compounds, 0.054% hits; in the data active = inhibition above about 50%;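 note: plate controls were vehicle with enzyme for no effect and no enzyme for full effect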
GPR55 beta-arrestin: GPR55 agonists via beta-arrestin recruitment, primary screen, imaging, U2OS cells, beta-arrestin-GFP redistribution (AID 1961) | U2OS GPR55 beta-arrestin-GFP redistribution imaging; higher % means a stronger effect | activation, % at 10 µM; hits with a dose series show EC50 in µM | 290,000 compounds, 0.048% hits;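 active = activation above 40% with more than 50 cells counted in the well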;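 note: U2OS osteosarcoma cells stably expressing GPR55 and beta-arrestin-GFP; plate controls were DMSO negative control for no effect and LPI positive control for full effect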
MgcRacGAP inhibition: MgcRacGAP GTPase-activating activity inhibitors, confirmation, biochemical, ADP Hunter fluorescence. MgcRacGAP-stimulated Rac1 GTP hydrolysis, ADP Hunter fluorescence; higher % means a stronger effect; GST-tagged Rac1 F28L mutant substrate. inhibition, % at 30 µM; hits with a dose series show IC50 in µM. 340,000 compounds, 0.6% hits;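 active = first-screen hits whose inhibition reached a set limit at any dose in the follow-up dose series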;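 note: fluorescence reports GDP produced by GAP-driven GTP hydrolysis; strong numbers were not always called active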
T cell HTS: T cell immune modulators affecting CD8 T cell-vesicle binding; 330,000 compounds, 0.068% hits; AID 2052; 2C CD8+ T cell-vesicle binding, flow cytometry; hits give low values; calls only at 7 µM;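 active = response, share of CD8 T cells binding vesicles, and their 90th percentile fluorescence all below set limits, cut at about 80% in these data, passing the limit was not always enough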
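Test system: purified 2C TCR transgenic mouse naive CD8+ T cells. Probe or stimulus: QL9-peptide-loaded Drosophila micro-vesicles bearing Ld, ICAM-1 and B7-1. Incubation: binding step 1.5 h, 37 °C, antibody labelling 20 min, ice. Measured by: flow cytometry of vesicle-bound cells.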
Large T inhibition: TAg ATPase/helicase activity blockers – biochemical (AID 1903). SV40 large T antigen ATPase/helicase inhibition assay; higher % means a stronger effect. one-dose inhibition, % at 20 µM; IC50 in µM for titrated hits. 310,000 compounds, 0.39% hits; in the data active = a potency from the dose series; note: strong numbers were not always called active
Lipid droplet: hepatic lipid droplet formation modulation; AML12 mouse hepatocytes, oleate lipid droplets, BODIPY imaging; inhibition, % at 6.5 µM; 240,000 compounds, 0.4% hits;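 active = lipid droplet intensity inhibited by at least 50%, with more than 500 cells counted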
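Material – mouse AML12 hepatocyte cell line, fixed after treatment · Compound dosing – one dose, 6.5 µM compound · Times – compound with oleate, overnight · Measured by – Image-based BODIPY and DAPI two-channel analysis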
NTR1 agonist: NTR1-driven beta-arrestin-GFP spot formation – imaging, U2OS cells, high content, primary screen (AID 493036); P30989; agonist mode; activation, % at 20 µM; 330,000 compounds, 0.17% hits;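 active = activation at or above 40% of the spot to cytoplasm intensity ratio, with at least 20 cells analyzed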;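 note: 0% = DMSO without peptide and 100% = 100 nM NTR1 peptide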
Target sequence (P30989 whole entry, looked up): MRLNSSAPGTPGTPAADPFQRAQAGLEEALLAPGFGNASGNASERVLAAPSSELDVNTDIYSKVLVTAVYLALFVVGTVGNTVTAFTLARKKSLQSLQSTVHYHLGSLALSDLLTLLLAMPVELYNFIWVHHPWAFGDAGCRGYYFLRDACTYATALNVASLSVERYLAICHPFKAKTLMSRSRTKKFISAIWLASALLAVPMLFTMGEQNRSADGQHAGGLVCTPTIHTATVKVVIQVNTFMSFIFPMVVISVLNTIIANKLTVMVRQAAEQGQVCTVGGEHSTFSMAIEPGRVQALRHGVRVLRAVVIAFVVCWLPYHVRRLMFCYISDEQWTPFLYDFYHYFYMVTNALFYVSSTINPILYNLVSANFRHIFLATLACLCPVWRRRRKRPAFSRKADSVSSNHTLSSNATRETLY
Lipid droplet cells 6.5 µM: second read-out of Lipid droplet, no call of its own (marks repeat the call); cell count; measured here: cell count, cytotoxicity flag;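 cells counted across two imaged fields per well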
T cell HTS vesicle-bound %: also measured in T cell HTS; calls as there; double positive events, %; measured here: CD8+ vesicle-bound cell fraction;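 binding gate set so that unloaded-vesicle control wells show 10% double positive cells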
NTR1 agonist cell count 20 µM: recorded beside NTR1 agonist, whose call it bears; cell count; measured here: cell count, cytotoxicity flag
The depositor's hits bear a star; i = inactive; x = not tested or not shown.

SMILES	GPR55 antagonists	GPR35 arrestin U2OS	LYP phosphatase	GPR55 beta-arrestin	MgcRacGAP inhibition	T cell HTS	T cell HTS vesicle-bound %	Large T inhibition	Lipid droplet	Lipid droplet cells 6.5 µM	NTR1 agonist	NTR1 agonist cell count 20 µM
O=C(NCc1cccnc1)c1cc(-c2ccccc2)on1	0%	-12%	-1%	-0.1%	9%	i	34	-1%	11	701	-0.8	30
NC(=O)C1CCN(C(=O)CSc2nc3ccccc3s2)CC1	1%	-16%	-11%	-0.1%	10%	i	67	4%	-5	752	0.7	50
O=S(=O)(NC1CC2CCC1C2)c1ccc(Cl)cc1 (stereo not given)	2%	-2%	-12%	0.3%	7%	i	9	0%	-9	814	0.3	64
CC(C)CC(=O)Nc1ccc2c(c1)nc(CCN1CCCCC1)n2C	-2%	-9%	-7%	0.6%	8%	i	54	-1%	-3	711	-0.5	50
O=C(NCCC1CCCCN1S(=O)(=O)c1ccccc1)C(=O)NC1CCCC1 (stereo not given)	x	x	x	x	3%	i	52	7%	x	x	1.8	58
Cc1ccc(C(=O)NNC(=O)CSc2nnc(-c3ccccc3)n2Cc2ccccc2)cc1	6%	5%	-4%	-0.2%	7%	i	31	27%	14	614	-0.7	56
O=C(CCc1nnc2ccc(NCc3ccc(F)cc3)nn12)NC1CCCC1	-4%	9%	-6%	-0.2%	12%	i	61	12%	-3	736	0.8	56
N#C/C(=N/Nc1ccc([N+](=O)[O-])cc1)C(=N)N1CCCCC1	-3%	0%	8%	-0.1%	6%	x	x	6%	-12	688	x	x
CCN(CC)C(=O)c1cc(Cl)ccc1NC(=O)c1ccco1	0%	-8%	-5%	-1.9%	4%	i	56	0%	-3	681	-2.2	47
CCOc1cccc(-c2c(C(=O)N/N=C/c3ccc(Br)cc3)nnn2-c2nonc2N)c1	-2%	-7%	7%	0.0%	13%	i	53	10%	-5	674	21	58
COc1cccc(/C=N/NC(=S)NCc2ccco2)c1OC	-3%	3%	2%	0.2%	14%	i	51	15%	21	692	0.7	62
N#Cc1nc(COc2ccc(Cl)cc2Cl)oc1N1CCOCC1	8%	-6%	-5%	0.5%	-12%	i	44	x	x	x	-0.5	52
COCCN1C(=O)c2oc3ccccc3c(=O)c2C1c1ccc(O)c(OC)c1 (stereo not given)	3%	-5%	2%	-0.1%	6%	i	31	2%	24	680	4.3	53
COC(=O)Cc1cc(=O)n2[nH]c(SC)nc2n1	3%	22%	-8%	-0.1%	18%	i	11	-1%	5	837	-2.9	97
Cc1ccc(S(=O)(=O)N(Cc2cc3ccc(C)cc3[nH]c2=O)c2ccccc2)cc1	9%	3%	-1%	0.5%	-3%	i	16	-2%	7	783	1.8	46
CCC(C)(C)NC(=O)C(c1ccccc1Cl)N(Cc1cccnc1)C(=O)CCC(=O)Nc1cc(C)on1 (stereo not given)	-14%	0%	-5%	-0.2%	6%	i	46	7%	-10	773	0.6	55
CC(C)CC(=O)Nc1ccc(C(=O)CN2CCN(c3ccc(O)cc3)CC2)cc1	-1%	-1%	-9%	-0.2%	31%	i	37	31%	-3	791	0.5	46
CC1CN(/C(=N\S(=O)(=O)c2ccccc2)c2ccccc2)CC(C)O1 (stereo not given)	1%	-3%	-5%	-0.2%	0%	i	23	17%	-2	736	-2.1	74
COc1ccc(C2CC(=O)C=C(NC3CCCC3)C2)cc1 (stereo not given)	-3%	2%	1%	0.3%	10%	i	14	0%	-6	715	0.0	33
CCOC(=O)N1CCC(NC(=O)c2ccc3c(=O)n4c(nc3c2)CCCC4)CC1	6%	-7%	-1%	0.0%	8%	i	51	-35%	x	x	0.2	107

Part of the list above, as a markdown table.
| Structure | GPR55 antagonists | GPR35 arrestin U2OS | LYP phosphatase | GPR55 beta-arrestin | MgcRacGAP inhibition | T cell HTS | T cell HTS vesicle-bound % | Large T inhibition | Lipid droplet | Lipid droplet cells 6.5 µM | NTR1 agonist | NTR1 agonist cell count 20 µM |
| --- | --- | --- | --- | --- | --- | --- | --- | --- | --- | --- | --- | --- |
| CC1CN(/C(=N\S(=O)(=O)c2ccccc2)c2ccccc2)CC(C)O1 (stereo not given) | 1% | -3% | -5% | -0.2% | 0% | i | 23 | 17% | -2 | 736 | -2.1 | 74 |
| COc1ccc(C2CC(=O)C=C(NC3CCCC3)C2)cc1 (stereo not given) | -3% | 2% | 1% | 0.3% | 10% | i | 14 | 0% | -6 | 715 | 0.0 | 33 |
| CCOC(=O)N1CCC(NC(=O)c2ccc3c(=O)n4c(nc3c2)CCCC4)CC1 | 6% | -7% | -1% | 0.0% | 8% | i | 51 | -35% | x | x | 0.2 | 107 |

Following part.
SMILES	GPR55 antagonists	GPR35 arrestin U2OS	LYP phosphatase	GPR55 beta-arrestin	MgcRacGAP inhibition	T cell HTS	T cell HTS vesicle-bound %	Large T inhibition	Lipid droplet	Lipid droplet cells 6.5 µM	NTR1 agonist	NTR1 agonist cell count 20 µM
OCCN(CCO)CC(O)CN1c2ccccc2Sc2ccccc21 (stereo not given)	0%	22%	-6%	0.0%	32%	i	16	24%	16	853	-0.9	52
CC(C)(C)C(=O)CSc1ncccn1	0%	-6%	-7%	-0.6%	4%	i	3	13%	3	677	2.0	40
CC(C)(C)c1cc(/C=N/NC(=O)Cc2nc3ccccc3[nH]2)cc(C(C)(C)C)c1O	10%	0%	5%	0.2%	-2%	i	22	1%	16	801	-1.2	34
COc1ccc(CC(=O)Nc2nnc(C(C)(C)C)s2)cc1OC	-8%	22%	-8%	0.2%	14%	i	61	4%	-8	649	0.4	85
CCN1CCN(S(=O)(=O)c2cccc([N+](=O)[O-])c2)CC1	4%	1%	-6%	0.3%	9%	i	26	6%	-1	634	-0.6	51
CCCn1nnc(NC(=O)/C=C/c2cc(Br)ccc2OC)n1	8%	2%	-4%	1.3%	6%	i	35	24%	15	713	1.3	59
CCOC(=O)C1CCCN(c2c(NCC3CCCN3CC)c(=O)c2=O)C1 (stereo not given)	-2%	-9%	0%	0.2%	3%	i	34	5%	x	x	-0.3	89
CCOC(=O)C1=C(C)NC(=S)NC1c1ccc(-c2cccc(Cl)c2C)o1 (stereo not given)	-20%	-5%	8%	0.0%	19%	i	35	5%	x	x	6.6	54
Cc1ccc(NC(=O)c2ccc3c(c2)[nH]c(=O)n3C(C)C)cc1	12%	-15%	-2%	-0.3%	6%	i	29	6%	19	690	1.8	32
CCN1C(=O)C(NC(C)=O)c2cc(Br)ccc21 (stereo not given)	4%	8%	0%	0.3%	1%	i	39	7%	x	x	-0.9	53
Cc1nn(CC(=O)NC(C)c2ccccc2)c(=O)c2ccccc12 (stereo not given)	-11%	-15%	-3%	-0.2%	-1%	i	45	15%	4	702	1.8	87
COc1ccc(NC(=O)c2sc3nc(N4CCCC4)c4c(c3c2N)CC(C)(C)OC4)c(OC)c1	-5%	2%	-5%	0.6%	6%	i	20	15%	13	798	3.6	47
CCN1C(=S)SC(=O)C1=C1C=C(C)N(CCO)C(C)=C1	-4%	4%	0%	-0.3%	23%	i	13	19%	x	x	-0.7	45
CCOC(=O)c1c(-c2cccs2)csc1NC(C)=O	7%	1%	-4%	0.1%	13%	i	46	2%	-2	725	2.5	47
CCn1nc(C)c(/C=N/NC(=O)CSc2ccccn2)c1C	-15%	-1%	-1%	-0.2%	x	i	20	15%	-13	677	-1.3	59
N=c1oc2ccc([N+](=O)[O-])cc2cc1C(=O)NCc1ccccc1	-5%	8%	-8%	-0.3%	8%	i	66	11%	-2	838	1.1	73
Oc1ccc(C(=S)N2CCN(c3cccc(Cl)c3)CC2)cc1	3%	-1%	-5%	1.1%	6%	i	40	4%	18	661	3.3	45
COc1cccc(OC)c1C(=O)NC(=O)Nc1c(F)c(F)c(F)c(F)c1F	6%	0%	-6%	-0.2%	0%	i	39	19%	5	705	-0.6	62
O=C(NCc1cccc(Cl)c1)c1ccc2nc[nH]c2c1	10%	10%	-13%	-0.2%	-3%	i	28	3%	4	600	4.7	40
COc1cc(NC(=O)c2ccc(Br)o2)ccc1NC(=O)c1ccccc1Cl	0%	-9%	-1%	0.1%	3%	i	31	3%	20	725	0.1	39
Cc1occc1C(=O)OCC(=O)Nc1ccc(F)cc1	3%	9%	1%	0.3%	11%	i	58	3%	x	x	-0.7	37
NS(=O)(=O)c1ccc(CCNC(=O)CN2CCC(Cc3ccccc3)CC2)cc1	-13%	-17%	-5%	0.5%	6%	i	5	0%	0	659	-0.4	58
CN(C)S(=O)(=O)c1ccc(N2CCCC2)c(C(=O)OCC(=O)NC2(C#N)CCCCC2)c1	x	x	x	x	15%	i	20	15%	x	x	0.0	49
NNC(=O)c1ccc(CSc2nc3ccccc3s2)cc1	3%	-13%	2%	0.1%	8%	i	48	-6%	-16	686	2.2	45
COc1ccc(CNCCc2ccc(Cl)cc2)cc1OCc1ccccc1	21%	-7%	-11%	0.0%	20%	i	37	4%	-125	607	12	71
CCOC(=O)c1ccc(Nc2nc(C)nc3c2nnn3Cc2ccccc2)cc1	2%	-5%	-1%	-0.2%	4%	i	57	9%	-37	759	11	53
Cc1ccc(C(=O)NC2(O)C(=O)c3ccccc3C2=O)cc1C	-1%	-1%	-11%	-0.2%	20%	i	21	11%	31	697	0.0	52
Cc1ccc(NC(=O)CCC(=O)N2CCC(C)CC2)c([N+](=O)[O-])c1	14%	-20%	-4%	0.6%	1%	i	65	8%	-24	642	-0.8	49
CC(C)(C)N(CC#CCC(O)(c1ccccc1)C1CCCC1)CCO (stereo not given)	17%	17%	-6%	0.3%	5%	i	36	x	-7	694	-1.1	99
COc1ccc(NC(=O)C2CCCN(C(=O)Nc3ccc(F)cc3)C2)cc1 (stereo not given)	4%	-3%	-8%	-0.4%	6%	i	31	4%	-4	731	-2.2	36
COc1cccc(C(=O)N2c3cc(C)ccc3OCC2C(C)(C)C)c1 (stereo not given)	-11%	7%	-8%	-0.1%	10%	i	27	5%	7	674	6.8	97
Cc1ccc(S(=O)(=O)N2CCN(C(=O)C(C)Cn3cncn3)CC2)cc1C (stereo not given)	-2%	-9%	-9%	0.5%	3%	i	48	8%	-2	774	-0.4	60
COc1cccc(OCC(=O)O)c1	-2%	0%	-6%	0.1%	12%	i	57	10%	0	655	0.8	47
CC(=O)N1N=C(c2cccc(Cl)c2)OC1c1ccc(C(C)C)cc1 (stereo not given)	-2%	-13%	-2%	-0.1%	9%	i	31	11%	-16	743	4.0	86

Source: PubChem BioAssay (several laboratories)
